BioA inh – M. tuberculosis BioA enzyme inhibitors, primary screen, biochemical, plate reader, single point, HTS; purified M. tuberculosis BioA enzyme; 7,8-diaminopelargonic acid synthase BioA (Mycobacterium tuberculosis); inhibition, % at 9.99 µM; actives 0.096% (n = 360,000); in the data active means inhibition above about 40%
* = called active by the depositor.

Molecule | BioA inh
C[C@@H]1CCCCO[C@@H](CN(C)C)[C@@H](C)CN([C@H](C)CO)C(=O)c2cc(NS(=O)(=O)c3ccccc3)ccc2O1 | 0.0
COc1ccc(S(=O)(=O)N(C)C[C@H]2OCCCC[C@H](C)Oc3ccc(NC(=O)Nc4ccccc4)cc3C(=O)N([C@H](C)CO)C[C@H]2C)cc1 | -1.8
CO[C@@H]1CN(C)C(=O)c2ccc(NC(=O)C3CC3)cc2OC[C@@H](C)N(Cc2cccc(F)c2)C[C@@H]1C | 3.5
CO[C@@H]1CN(C)C(=O)c2ccc(NC(=O)Nc3cccc(F)c3)cc2OC[C@@H](C)NC[C@@H]1C | 10.8
COc1ccc(CN(C)C[C@@H]2Oc3ccc(NC(=O)CCC(F)(F)F)cc3C(=O)N([C@H](C)CO)C[C@H]2C)cc1 | 1.0
C[C@@H]1CCCCO[C@@H](CN(C)Cc2ccc(C(F)(F)F)cc2)[C@H](C)CN([C@H](C)CO)C(=O)c2cc(NC(=O)NC3CCCCC3)ccc2O1 | 0.8
C[C@@H]1CN([C@H](C)CO)C(=O)c2cc(C3=CCCC3)cnc2O[C@H]1CN(C)S(=O)(=O)c1cn(C)cn1 | -1.3
CN1C[C@H]2[C@@H](c3ccccc31)[C@@H](CO)N2C(=O)C1CCCCC1 | 1.2
C[C@H]1CN([C@@H](C)CO)C(=O)c2cc(NS(=O)(=O)c3ccc(Cl)cc3)ccc2O[C@@H]1CN(C)S(=O)(=O)c1cn(C)cn1 | -1.7
CCC(=O)N1[C@@H]2c3ccc(-c4ccncc4)c(=O)n3C[C@H]1[C@H](CO)[C@H]2C(=O)N1CCc2ccccc2C1 | -1.2
C[C@H]1CN([C@@H](C)CO)C(=O)c2ccccc2-c2ccccc2CO[C@H]1CN(C)C(=O)Nc1ccc2c(c1)OCO2 | 3.1
C[C@H](CO)N1C[C@H](C)[C@@H](CN(C)Cc2ccc(C(=O)O)cc2)Oc2ccc(NS(=O)(=O)c3cccs3)cc2C1=O | -4.4

Later entries.
Molecule | BioA inh
COc1ccc(CN2[C@H](CO)[C@H]3c4ccccc4N(C(=O)c4ccccc4)C[C@H]32)cc1 | -1.6
CS(=O)(=O)N1[C@@H](C#N)[C@H](c2ccc(C#CC3CCCCC3)cc2)[C@@H]1CO | 0.7
C[C@H]1CN([C@@H](C)CO)C(=O)c2cc(NS(C)(=O)=O)ccc2O[C@@H]1CN(C)C(=O)NC1CCCCC1 | -1.9
Cc1noc(C)c1NC(=O)Nc1ccc2c(c1)C(=O)N([C@H](C)CO)C[C@H](C)[C@H](CN(C)C(=O)Nc1c(C)noc1C)OCCCC[C@H](C)O2 | -1.9
COc1cccc(S(=O)(=O)Nc2ccc3c(c2)[C@H]2C[C@@H](CC(=O)N[C@@H](C)c4ccccc4)O[C@@H](CO)[C@H]2O3)c1 | 0.6
CCCNC(=O)N[C@H]1CC[C@@H](CC(=O)NCCc2ccccc2)O[C@H]1CO | 1.0
O=C(C[C@H]1C[C@H]2c3cc(NC(=O)Nc4ccccc4F)ccc3O[C@H]2[C@H](CO)O1)NC1CCCCC1 | -1.3
C[C@H]1CN([C@@H](C)CO)C(=O)c2cccc(NS(=O)(=O)c3ccc(Cl)cc3)c2O[C@H]1CN(C)C(=O)Nc1ccc(C(F)(F)F)cc1 | -2.7
C[C@@H]1CCCCO[C@@H](CN(C)S(=O)(=O)c2ccc(F)cc2)[C@H](C)CN([C@@H](C)CO)C(=O)c2cc(NC(=O)CCC(F)(F)F)ccc2O1 | -1.6
O=C(C[C@@H]1C[C@H]2c3cc(NS(=O)(=O)c4ccc(F)cc4)ccc3O[C@H]2[C@H](CO)O1)N1CCCCC1 | 1.5
CC(=O)N1[C@@H]2c3cccc(=O)n3C[C@H]1[C@H](CO)[C@H]2C(=O)NCc1ccc(F)cc1 | -1.2
C[C@@H]1CN([C@H](C)CO)C(=O)c2cc(NS(=O)(=O)c3ccc(F)cc3)ccc2O[C@H]1CN(C)S(=O)(=O)c1cccs1 | -2.5

Three entries from above, field by field:
CC(=O)N1[C@@H]2c3cccc(=O)n3C[C@H]1[C@H](CO)[C@H]2C(=O)NCc1ccc(F)cc1
  BioA inh: -1.2
C[C@@H]1CCCCO[C@@H](CN(C)S(=O)(=O)c2ccc(F)cc2)[C@H](C)CN([C@@H](C)CO)C(=O)c2cc(NC(=O)CCC(F)(F)F)ccc2O1
  BioA inh: -1.6
C[C@@H]1CCCCO[C@@H](CN(C)Cc2ccc(C(F)(F)F)cc2)[C@H](C)CN([C@H](C)CO)C(=O)c2cc(NC(=O)NC3CCCCC3)ccc2O1
  BioA inh: 0.8

The list continues.
Molecule | BioA inh
C[C@@H]1CN([C@@H](C)CO)C(=O)c2cccc(NC(=O)c3cnccn3)c2O[C@@H]1CN(C)CC1CC1 | -3.2
CO[C@@H]1CN(C)C(=O)c2ccc(NC(=O)C3CCCCC3)cc2OC[C@H](C)N(Cc2nccs2)C[C@H]1C | -3.4
O=C(C[C@@H]1CC[C@H]2[C@@H](COC[C@@H](O)CN2CCc2ccccc2)O1)NCCCN1CCOCC1 | 0.8
Cc1ccc(S(=O)(=O)Nc2ccc3c(c2)C(=O)N([C@H](C)CO)C[C@H](C)[C@H](CN(C)C(=O)CCCN(C)C)OCCCC[C@@H](C)O3)cc1 | 0.0
C[C@@H]1CN([C@H](C)CO)C(=O)c2cc(/C=C/c3ccccc3)cnc2O[C@H]1CN(C)C(=O)c1ccncc1 | 1.9
C[C@H]1CN([C@@H](C)CO)C(=O)c2cccc(NC(=O)Nc3ccc(C(F)(F)F)cc3)c2O[C@@H]1CN(C)C(=O)Nc1ccc(C(F)(F)F)cc1 | -2.8
C[C@@H]1CN([C@@H](C)CO)C(=O)c2cc(-c3ccc(C#N)cc3)cnc2O[C@@H]1CN(C)CC1CC1 | -0.1
CO[C@H](CN(C)Cc1nccs1)[C@H](C)CN([C@H](C)CO)S(=O)(=O)c1ccc(C)cc1 | -1.6
C[C@@H]1CN([C@H](C)CO)C(=O)c2cc(NC(=O)Nc3ccc(C(F)(F)F)cc3)ccc2O[C@@H](C)CCCCO[C@H]1CN(C)C(=O)NC1CCCCC1 | -2.8
Cc1noc(C)c1S(=O)(=O)N(C)C[C@H]1OCCCC[C@H](C)Oc2ccc(NS(=O)(=O)c3cn(C)cn3)cc2C(=O)N([C@H](C)CO)C[C@@H]1C | -2.3
CO[C@@H]1CN(C)C(=O)c2cc(NS(C)(=O)=O)ccc2OC[C@H](C)N(Cc2nccs2)C[C@H]1C | -1.4
C[C@H]1CN([C@@H](C)CO)C(=O)c2cccc(N(C)C)c2O[C@@H]1CN(C)S(=O)(=O)c1cn(C)cn1 | -2.5

Some values from the results shown:
BioA inh result of CO[C@@H]1CN(C)C(=O)c2cc(NS(C)(=O)=O)ccc2OC[C@H](C)N(Cc2nccs2)C[C@H]1C reads -1.4
BioA inh result of CO[C@@H]1CN(C)C(=O)c2ccc(NC(=O)Nc3cccc(F)c3)cc2OC[C@@H](C)NC[C@@H]1C reads 10.8
BioA inh result of CO[C@@H]1CN(C)C(=O)c2ccc(NC(=O)C3CCCCC3)cc2OC[C@H](C)N(Cc2nccs2)C[C@H]1C reads -3.4
BioA inh result of O=C(C[C@@H]1C[C@H]2c3cc(NS(=O)(=O)c4ccc(F)cc4)ccc3O[C@H]2[C@H](CO)O1)N1CCCCC1 reads 1.5
BioA inh result of COc1ccc(CN(C)C[C@@H]2Oc3ccc(NC(=O)CCC(F)(F)F)cc3C(=O)N([C@H](C)CO)C[C@H]2C)cc1 reads 1.0

Additional results follow.
Molecule | BioA inh
CCCNC(=O)N1[C@H](CO)[C@@H]2c3ccccc3N(C(=O)C3CCC3)C[C@@H]21 | -3.4
C[C@@H]1CN([C@H](C)CO)C(=O)c2cc(NS(C)(=O)=O)ccc2O[C@H]1CN(C)Cc1ccc(C(=O)Nc2ccccc2N)cc1 | -1.7
CCCNC(=O)C[C@H]1CC[C@H]2[C@@H](COC[C@H](O)CN2C(=O)Nc2cccc(Cl)c2)O1 | 0.2
COc1ccc(CN(C)C[C@@H]2Oc3ccc(NC(=O)CCCN(C)C)cc3C(=O)N([C@H](C)CO)C[C@H]2C)cc1 | -0.9
C[C@H]1CN([C@@H](C)CO)C(=O)c2cc(C#Cc3ccncc3)cnc2O[C@H]1CN(C)Cc1ccncc1 | -1.2
COc1ccccc1-c1ccc([C@@H]2[C@@H](CO)N(C(=O)CN(C)C)[C@H]2C#N)cc1 | -1.6
O=C(C[C@@H]1C=C[C@@H](NC(=O)c2cccnc2)[C@H](CO)O1)NCc1ccc(Cl)c(Cl)c1 | 1.6
Cc1ccc(S(=O)(=O)Nc2ccc3c(c2)C(=O)N([C@@H](C)CO)C[C@H](C)[C@@H](CN(C)CC2CCCCC2)OCCCC[C@H](C)O3)cc1 | -0.1
C/C=C/c1cnc2c(c1)C(=O)N([C@@H](C)CO)C[C@H](C)[C@H](CN(C)Cc1ccccc1F)O2 | -1.1
Cc1noc(C)c1NC(=O)N(C)C[C@H]1Oc2cc(C#CCC3CCCC3)ccc2S(=O)(=O)N([C@@H](C)CO)C[C@@H]1C | -1.0
Cc1cc(C(=O)Nc2cccc3c2O[C@@H](CN(C)Cc2ccc(Cl)c(Cl)c2)[C@@H](C)CN([C@@H](C)CO)C3=O)n(C)n1 | 0.8
CO[C@H]1CN(C)C(=O)c2ccc(NC(=O)C3CCCCC3)cc2OC[C@H](C)N(C(=O)c2ccccc2)C[C@H]1C | 1.1

Continuation:
Molecule | BioA inh
Cc1cc(C(=O)Nc2cccc3c2O[C@H](CN(C)C(=O)Nc2ccccc2)[C@H](C)CN([C@H](C)CO)C3=O)n(C)n1 | 5.3
COc1ccc(S(=O)(=O)Nc2ccc3c(c2)CC(=O)N([C@H](C)CO)C[C@@H](C)[C@@H](CN(C)Cc2ccncc2)O3)cc1 | 0.6
C[C@H]1CN([C@@H](C)CO)C(=O)Cc2cc(NC(=O)Nc3ccc(C(F)(F)F)cc3)ccc2O[C@H]1CN(C)Cc1ccc(C(F)(F)F)cc1 | 3.9
C[C@@H](NC(=O)C[C@H]1C=C[C@H](NS(=O)(=O)c2cccc(F)c2)[C@H](CO)O1)c1ccccc1 | -0.9
O=C(Nc1ccc(F)cc1)Nc1ccc2c(c1)[C@H]1C[C@H](CC(=O)N3CCOCC3)O[C@@H](CO)[C@H]1O2 | -0.2
CC(C)CC#Cc1ccc2c(c1)O[C@H](CN(C)C(=O)NC1CCCC1)[C@H](C)CN([C@H](C)CO)S2(=O)=O | 1.4
COc1ccc(NC(=O)N(C)C[C@H]2Oc3ccc(NC(=O)Nc4ccc(C(F)(F)F)cc4)cc3CC(=O)N([C@@H](C)CO)C[C@@H]2C)cc1 | 2.0
CCNC(=O)[C@H]1[C@H](CO)[C@H]2Cn3c(ccc(C4=CCCC4)c3=O)[C@H]2N1C(=O)C1CC1 | -1.8
C[C@@H]1CN([C@H](C)CO)C(=O)c2cc(NC(=O)Cc3ccccc3)ccc2O[C@@H]1CN(C)CC1CCCCC1 | 1.1
C[C@H]1CN([C@@H](C)CO)C(=O)Cc2cc(NS(=O)(=O)c3cccs3)ccc2O[C@@H]1CN(C)C(=O)Nc1ccc2c(c1)OCO2 | -0.7
O=C(C[C@@H]1C[C@H]2c3cc(NC(=O)C4CCC4)ccc3O[C@H]2[C@H](CO)O1)NC1CCCCC1 | -1.2
Cc1noc(C)c1NC(=O)Nc1ccc2c(c1)CC(=O)N([C@@H](C)CO)C[C@H](C)[C@H](CN(C)Cc1ccc(C(F)(F)F)cc1)O2 | 3.0

Continuation.
Molecule | BioA inh
C[C@H](CO)N1C[C@H](C)[C@@H](CN(C)C(=O)c2cccnc2)Oc2ncc(C3=CCCC3)cc2C1=O | 0.1
O=C(C[C@H]1C[C@H]2c3cc(NC(=O)Nc4ccccc4)ccc3O[C@H]2[C@H](CO)O1)NCC1CC1 | 0.0
O=C(C[C@@H]1CC[C@H]2[C@@H](COC[C@@H](O)CN2C(=O)c2ccc(F)cc2)O1)Nc1ccc(-c2ccccc2)cc1 | 2.1
CC(C)C#Cc1cnc2c(c1)C(=O)N([C@H](C)CO)C[C@H](C)[C@@H](CN(C)C(=O)CN1CCOCC1)O2 | -1.0
CC(C)CC#Cc1cnc2c(c1)C(=O)N([C@@H](C)CO)C[C@@H](C)[C@H](CN(C)S(=O)(=O)c1cn(C)cn1)O2 | 1.9
CCC(=O)Nc1ccc2c(c1)C(=O)N(C)[C@H]1CC[C@@H](CC(=O)NCc3ccccc3)O[C@H]1CO2 | 1.0
C[C@@H]1CN([C@@H](C)CO)C(=O)c2cc(NC(=O)Nc3ccc(C(F)(F)F)cc3)ccc2O[C@@H](C)CCCCO[C@H]1CN(C)C(=O)Nc1cccc2ccccc12 | -1.2
C[C@H]1CN([C@@H](C)CO)C(=O)c2cc(C#CC(C)(C)O)cnc2O[C@H]1CN(C)C(=O)C1CCOCC1 | -0.9
C[C@@H]1CN([C@H](C)CO)C(=O)c2cc(NC(=O)CCC(F)(F)F)ccc2O[C@@H]1CN(C)C(=O)Nc1ccc(F)cc1 | 1.5
C[C@@H]1CCCCO[C@H](CN(C)S(=O)(=O)c2ccc(Cl)cc2)[C@H](C)CN([C@H](C)CO)C(=O)c2cc(NS(C)(=O)=O)ccc2O1 | 0.3
C[C@@H]1CCCCO[C@@H](CN(C)S(=O)(=O)c2ccccc2)[C@H](C)CN([C@H](C)CO)C(=O)c2cc(NC(=O)Cc3ccccc3)ccc2O1 | -2.2
O=C(C[C@H]1CC[C@H](NC(=O)c2cccc(F)c2)[C@H](CO)O1)NCc1ccc(Oc2ccccc2)cc1 | 1.0

(cont.)
Molecule | BioA inh
CCS(=O)(=O)Nc1ccc2c(c1)C(=O)N(C)[C@@H]1CC[C@@H](CC(=O)NCc3ccccc3F)O[C@H]1CO2 | -0.9
Cc1noc(C)c1S(=O)(=O)Nc1ccc2c(c1)C(=O)N([C@H](C)CO)C[C@@H](C)[C@H](CN(C)Cc1ccc(Cl)c(Cl)c1)OCCCC[C@@H](C)O2 | -0.7
Cc1cc(C(=O)Nc2cccc3c2O[C@H](CN(C)Cc2ccncc2)[C@@H](C)CN([C@H](C)CO)C3=O)n(C)n1 | -6.5
C[C@H](CO)N1C[C@H](C)[C@H](CN(C)Cc2ccccc2)OCCCC[C@H](C)Oc2ccc(NC(=O)C3CCCCC3)cc2C1=O | -0.8
C[C@H](CO)N1C[C@H](C)[C@H](CN(C)C(=O)c2ccccc2)Oc2cc(C3=CCCCC3)ccc2S1(=O)=O | 1.6

This is a subset (hit frequency here may not be typical).
